Screens from PubChem.
Gli-Sufu antag: blocks Gli-Sufu signaling in a luciferase reporter. Sufu-KO-LIGHT fibroblasts, Gli luciferase reporter luminescence. inhibition, % at 5 µM. actives 0.74% (n = 340,000). AID 588413;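 active means inhibition above about 55%, limit read from the data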;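 further: 0% = DMSO-treated cells and 100% = wells with medium but no cells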
Jurkat NFkB inh: inhibitors of the PMA/ionomycin-induced NF-kB reporter in Jurkat cells; PMA/ionomycin-induced NF-kB luciferase reporter, luminescence; inhibition, % at 4 µM; AID 435003; actives 0.53% (n = 330,000); in the data active means inhibition above about 50%
CCR6 antagonist: CCR6 (human) receptor antagonism | P51684 | CHO-K1 CCR6 PathHunter beta-arrestin, luminescence, CCL20-stimulated | inhibition, % at 20 µM | actives 0.49% (n = 340,000);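 active means compounds whose inhibition of the agonist-driven luminescence signal at 20 µM reaches about 50%, limit read from the data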;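 further: cells stimulated with CCL20 at 14 nM final; plate controls were DMSO with CCL20 for no effect and DMSO without agonist for full effect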
Target sequence (P51684 whole entry, looked up): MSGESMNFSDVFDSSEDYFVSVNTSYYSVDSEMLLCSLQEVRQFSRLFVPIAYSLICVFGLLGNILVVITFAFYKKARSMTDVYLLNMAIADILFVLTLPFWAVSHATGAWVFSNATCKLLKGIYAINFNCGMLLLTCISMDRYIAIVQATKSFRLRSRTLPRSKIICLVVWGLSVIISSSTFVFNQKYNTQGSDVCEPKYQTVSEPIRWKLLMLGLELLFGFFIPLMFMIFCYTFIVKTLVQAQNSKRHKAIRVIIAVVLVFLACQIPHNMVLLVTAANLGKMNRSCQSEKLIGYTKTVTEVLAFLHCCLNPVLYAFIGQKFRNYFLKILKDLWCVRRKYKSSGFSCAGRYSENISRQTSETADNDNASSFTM
697 NFkB inh: lowers PMA/ionomycin-induced NF-kB signal in 697 B cells | 697 B-cell NF-kB luciferase reporter, 16 h | inhibition, % at 4 µM | actives 0.33% (n = 330,000); in the data active means inhibition above about 35%
XBP1 UPR activ: activators of adaptive arm of unfolded protein response (XBP1) | activation, % at 20 µM | CHO-XBP1 luciferase reporter, IRE1-XBP1 UPR activation, luminescence; percent of tunicamycin response, DMSO as zero | actives 0.33% (n = 330,000);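 active means versus positive control, 20 µM dose yields 30% or more activation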;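 further: 100% = tunicamycin at 10 µg/mL and 0% = DMSO only wells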
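Material – CHO cell line with stable XBP1 luciferase reporter · Buffer or medium – F12 plus 10% FBS · Compound – single point, 20 µM final compound, 1% DMSO · Schedule – 16-18 h cell attachment at 37 °C, then 6 h compound exposure · Signal – Steady-Glo luminescence read · Benchmarks – high control tunicamycin 10 µg/mL final, low control DMSO vehicle only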
CHOP UPR activ: activators of apoptotic arm of unfolded protein response (CHOP) | CHO-CHOP luciferase reporter, UPR activation, luminescence; percent of tunicamycin response over DMSO baseline | actives 0.34% (n = 330,000) | activation, % at 10 µM;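 active means at 10 µM dose, activation of 40% or more, normalized to positive control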;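 further: 100% = tunicamycin at 10 µg/mL and 0% = DMSO alone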
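Assay system: CHO cells with stable CHOP pathway luciferase reporter; Buffer or medium: F12 plus 10% serum; Times: 16-18 h cell attachment, then 6 h compound exposure, 37 °C; Signal: luciferase luminescence; Read-out basis: percent activation relative to tunicamycin control; Control set: tunicamycin high control, DMSO low control.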
CXCR6 inh: CXCR6 (human) receptor inhibition | O00574 | CHO-K1 PathHunter CXCR6 beta-arrestin, luminescence | inhibition, % at 20 µM | actives 0.36% (n = 360,000); in the data active means inhibition above about 34%, passing the limit was not always enough;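 further: antagonist mode with CXCL16 agonist at 10 nM final; 0% = 10 nM CXCL16 with DMSO and 100% = unstimulated wells without agonist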
Target sequence (O00574 whole entry, looked up): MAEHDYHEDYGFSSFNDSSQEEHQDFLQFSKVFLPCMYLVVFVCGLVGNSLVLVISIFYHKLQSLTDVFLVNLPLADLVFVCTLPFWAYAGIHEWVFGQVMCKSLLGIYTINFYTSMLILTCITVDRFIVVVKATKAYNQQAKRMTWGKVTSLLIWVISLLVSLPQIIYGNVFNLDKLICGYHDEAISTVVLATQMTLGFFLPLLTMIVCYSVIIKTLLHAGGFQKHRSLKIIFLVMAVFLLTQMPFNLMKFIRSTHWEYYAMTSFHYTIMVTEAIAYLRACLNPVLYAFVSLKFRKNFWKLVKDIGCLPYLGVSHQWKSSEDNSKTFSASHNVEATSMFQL
Mdm2-MdmX inh: inhibitors of human Mdm2/MdmX interaction; O15151+Q00987; SaOS-2 split-luciferase Mdm2/MdmX complementation, luminescence; inhibition, % at 8 µM; actives 3% (n = 330,000); AID 485346;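 active means inhibition of at least 50% at 8 µM in the primary screen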
EBI2 block: antagonists of human EBI2 receptor. P32249. EBI2 beta-arrestin recruitment, luminescence, 7a,25-OHC stimulated. inhibition, % at 5 µM. actives 0.81% (n = 360,000). AID 651636; in the data active means inhibition above about 38%;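 further: enzyme fragment complementation signal reports receptor beta-arrestin coupling in cells; 0% = agonist plus DMSO wells and 100% = wells without agonist; some results beyond the cut were filed as inactive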
Target sequence (P32249 whole entry, looked up, the tested form may be a part): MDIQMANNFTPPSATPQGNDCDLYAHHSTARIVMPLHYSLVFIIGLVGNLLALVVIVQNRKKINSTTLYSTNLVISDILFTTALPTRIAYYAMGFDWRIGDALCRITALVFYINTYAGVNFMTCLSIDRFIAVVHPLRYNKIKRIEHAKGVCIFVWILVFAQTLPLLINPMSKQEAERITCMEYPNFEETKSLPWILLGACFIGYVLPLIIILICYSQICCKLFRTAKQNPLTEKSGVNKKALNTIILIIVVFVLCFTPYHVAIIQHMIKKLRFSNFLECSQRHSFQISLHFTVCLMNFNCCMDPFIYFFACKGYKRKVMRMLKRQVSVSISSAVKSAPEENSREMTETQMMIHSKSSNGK
Active calls of the source: *; x = no result given.

SMILES	Gli-Sufu antag	Jurkat NFkB inh	CCR6 antagonist	697 NFkB inh	XBP1 UPR activ	CHOP UPR activ	CXCR6 inh	Mdm2-MdmX inh	EBI2 block
COc1ccc(-c2nc(NC(=O)c3ccccc3)sc2-c2ccc([N+](=O)[O-])cc2)cc1	3.5	-11.9	41.6	-2.9	2.8	-1.5	21.6	64.0*	13.6
CCOC(=O)C1=C(C)N=c2s/c(=C\c3ccc(OCC(=O)O)cc3)c(=O)n2C1c1ccc(Cl)cc1 (stereo unspecified)	-9.7	-11.3	22.2	13.2	-3.5	-1.3	8.8	2.1	11.0
Cc1cc(O)c(C=Nc2cccc(Cl)c2)c(=O)o1	-7.1	-1.2	-7.8	-3.6	5.2	6.8	-5.8	-7.0	-2.4
COc1cc(OC)cc(C(=O)N[C@H](C(=O)Nc2nc(-c3ccc(F)c(F)c3)cs2)C(C)C)c1	-1.4	13.8	7.3	17.0	2.4	1.9	1.9	20.1	6.5
Cc1cccc(N2C(=O)CC(Sc3nc(C)cc(C)n3)C2=O)c1 (stereo unspecified)	-5.3	8.2	10.4	-2.5	1.4	-0.7	1.2	-0.7	5.5
CCC(=O)Nc1ccc(NC(=O)CSc2nnnn2-c2cccnc2)cc1C	-9.0	-8.7	-1.5	0.9	-2.8	0.9	3.6	-2.3	-3.7
COc1ccc(N(C)S(=O)(=O)c2c(C)noc2C)c(OC)c1	2.4	1.5	8.6	1.1	1.0	0.6	-6.9	-11.6	7.6
Cn1c(SCC(=O)N/N=C/c2ccc([N+](=O)[O-])s2)nnc1-c1ccc(Cl)cc1	1.1	-0.1	-7.7	-17.6	4.2	8.7	0.3	3.8	-3.2
COc1ccc(-c2cc(=O)oc3cc(OCC(=O)N(C)C4CCS(=O)(=O)C4)ccc23)cc1 (stereo unspecified)	-26.8	3.1	12.3	9.7	-1.6	0.3	1.3	20.6	1.8
CN(C)C(=O)CSc1nnc([C@H](Cc2c[nH]c3ccccc23)NC(=O)OC(C)(C)C)o1	-5.0	-11.2	2.4	10.7	-0.2	-2.0	1.6	-26.7	-10.7
COc1cnn(Cc2ccccc2)c(=O)c1SCc1ccccc1	26.3	9.2	25.1	-26.0	-0.7	6.2	3.7	-24.4	-3.2
CCOC(=O)c1ccc(CNC(=O)c2n[nH]c(=O)c3ccccc23)o1	9.1	-10.9	2.0	12.2	-4.0	-1.1	4.0	19.0	-3.7
CCOC(=O)C1CCN(CCC(=O)Nc2ccccc2)CC1	-9.6	-5.0	4.2	19.2	0.0	2.9	3.7	-11.4	0.7
O=C(CN(C(=O)c1ccc2c(c1)OCCO2)c1ccccc1)NCC1CCCO1 (stereo unspecified)	-3.1	-9.5	1.1	-39.5	-1.9	0.9	-7.0	-14.5	-4.2
CC(=O)N(CCc1ccccc1)Cc1cc2cc(C)ccc2[nH]c1=O	-5.3	-5.6	6.6	5.8	-3.8	-0.5	-20.5	29.2	-1.1
COCc1cc(Sc2ccc(Cl)cc2Cl)nc(-c2ccccc2)n1	3.2	-2.5	8.6	-34.5	-1.9	-2.0	2.6	-3.1	22.4
COCCCn1c(SCc2cccc(C(F)(F)F)c2)nc2cc(OC)c(OC)cc2c1=N	12.4	1.7	16.6	-35.1	0.9	-1.2	1.7	37.8	57.0*
O=C(c1ccco1)N1CCN(C(=O)C2(S(=O)(=O)c3ccc(Cl)cc3)CC2)CC1	8.2	-28.7	-2.9	-0.7	-0.2	-0.5	5.6	-8.0	-1.2
CCOC(=O)C1=CN(CC)S(=O)(=O)NC1CC (stereo unspecified)	5.3	x	12.0	7.9	1.9	0.4	10.9	29.6	-5.0
COC(=O)c1ccc(NC(=O)C23CC4CC(C2)CC(n2cnc(Cl)n2)(C4)C3)cc1	7.9	-8.1	4.8	-45.3	-0.6	-0.1	-4.0	14.2	10.4
CN(C)C(=O)CSc1nc(-c2ccccc2)c(-c2ccccc2)o1	9.3	-17.0	10.4	-4.7	0.3	-1.0	10.6	-22.3	9.7
COc1ccc(C2C(C#N)=C(N)Oc3c2c(-c2ccccc2)nn3-c2ccccc2)c(OC)c1OC (stereo unspecified)	7.6	1.0	13.7	22.6	-0.1	-0.6	4.0	26.4	0.6
CCCN(CC(=O)Nc1ccccc1C)C(=O)C1CC(=O)N(c2ccccc2C(C)CC)C1 (stereo unspecified)	-5.0	12.3	9.3	13.0	-1.4	0.0	1.7	12.3	3.4
CC(C)N1C(=O)C(O)(C2COC(C)(C)CC2=O)c2ccccc21 (stereo unspecified)	29.4	11.8	4.1	-3.6	-8.0	0.2	-8.7	18.1	-7.8
CCc1ccc(C=NC23CN4CN(CN(C4)C2)C3)s1	2.8	9.3	2.0	1.6	-2.0	0.9	-0.7	14.1	1.2
O=C(COc1ccc(Br)cc1)Nc1nnc(-c2cccnc2)s1	0.4	-14.5	6.9	3.7	-2.6	-0.7	x	-11.6	x
CSc1cccc(NC(=O)CCCNC(=O)c2ccc(Cl)cc2)c1	0.2	2.3	8.1	-1.1	-0.5	0.5	-0.7	8.5	6.3
O=Cc1cccc(OCc2cccc3ccccc23)c1	-30.8	0.8	2.9	-69.0	8.7	4.4	-0.1	5.2	-17.4
CCC(C)NC(=O)c1ccc(NC(=O)C2=C(C)OCCS2)cc1 (stereo unspecified)	-1.5	-11.0	14.0	6.6	1.2	0.2	-4.8	-0.3	-3.2
CCC(C(=O)Nc1cc(C(=O)Nc2cc(C)ccn2)ccc1Cl)c1ccccc1 (stereo unspecified)	1.3	-3.0	21.3	-10.1	-0.1	2.8	-5.3	15.2	18.5
O=C(Cn1cccc1)NCc1cccs1	-3.6	-3.3	-11.2	-4.5	1.9	1.9	0.4	11.1	-6.8
CCOC(=O)c1[nH]nc(N)c1NC(=O)c1ccc(Cl)cc1Cl	-8.1	-1.7	-3.1	7.4	1.1	0.5	-6.4	14.0	4.4
CC1=CC(C)(C)N2C(=O)C3(SCC(=O)N3c3ccc(O)cc3)c3cc(C)cc1c32 (stereo unspecified)	5.6	-2.9	1.5	11.1	3.5	0.3	-1.4	18.4	2.2
Cc1ccccc1OCC(=O)N/N=C/c1c(C)nn(-c2ccccc2)c1Cl	-0.6	-1.6	8.0	13.3	4.0	8.3	1.1	12.3	-2.0
COc1ccccc1CC(=O)Nc1c[nH]c(=O)[nH]c1=O	-2.5	6.8	-11.9	-24.0	1.2	0.4	0.0	-13.3	-6.8
CCOC(=O)Cn1c(SC)nc2sc3c(c2c1=O)CC(C)(C)OC3	-2.1	5.9	11.5	-20.6	-2.3	-0.6	4.1	15.6	1.5
O=S(=O)(NCc1ccc2c(c1)OCO2)c1c(F)cc(F)cc1Br	10.8	-19.0	12.5	-23.3	-2.0	-0.3	-7.6	17.0	1.5
CC(/C=C/c1cccs1)=C\C(=O)O	6.9	x	9.2	x	x	x	0.9	x	-7.7
Cc1ccc(S(=O)(=O)N2CCCOC2CNC(=O)C(=O)NCc2ccccc2C)cc1 (stereo unspecified)	-13.2	0.7	19.9	16.5	-0.1	-0.2	-3.8	6.5	2.6
Cn1c(SCC(=O)N2CCOCC2)nnc1-c1ccc2ncccc2c1	3.2	1.1	0.3	1.7	1.4	0.2	-3.4	25.6	-5.2

Only 697 NFkB inh (6 entries from above):
smiles,697 NFkB inh
O=C(c1ccco1)N1CCN(C(=O)C2(S(=O)(=O)c3ccc(Cl)cc3)CC2)CC1,-0.7
Cn1c(SCC(=O)N2CCOCC2)nnc1-c1ccc2ncccc2c1,1.7
COc1ccccc1CC(=O)Nc1c[nH]c(=O)[nH]c1=O,-24.0
CCOC(=O)c1[nH]nc(N)c1NC(=O)c1ccc(Cl)cc1Cl,7.4
Cn1c(SCC(=O)N/N=C/c2ccc([N+](=O)[O-])s2)nnc1-c1ccc(Cl)cc1,-17.6
CCOC(=O)Cn1c(SC)nc2sc3c(c2c1=O)CC(C)(C)OC3,-20.6

Following part:
SMILES	Gli-Sufu antag	Jurkat NFkB inh	CCR6 antagonist	697 NFkB inh	XBP1 UPR activ	CHOP UPR activ	CXCR6 inh	Mdm2-MdmX inh	EBI2 block
c1cncc(-c2nc3c(ccc4ccccc43)[nH]2)c1	-24.8	-34.7	-7.8	-16.9	5.0	0.5	-18.0	11.3	6.3
COc1ccc2nc(SCC(=O)Nc3nccs3)[nH]c2c1	1.1	-20.5	-3.8	-14.6	3.2	-0.1	-8.3	-6.3	1.2
Cc1ccn2c(NC3CCCCC3)c(-c3cccc(-c4cccc(Cl)c4)c3)nc2c1	-8.8	-16.1	16.0	-7.5	2.0	2.0	10.8	44.4	31.0
CN(C)S(=O)(=O)c1cccc(NC(=O)c2ccc(N3CCCC3=O)cc2)c1	-9.3	-11.8	-2.1	5.6	1.1	0.5	-0.5	0.8	-5.6
Cc1onc(-c2ccccc2Cl)c1C(=O)NCc1ccccc1F	1.6	-6.9	-3.3	0.5	-4.1	1.1	-4.3	19.1	-12.3
CCOC(=O)N1CCN(S(=O)(=O)c2cc(Br)cc3c2N(C(=O)C2CC2)CC3)CC1	1.0	0.7	8.1	14.1	-2.6	0.1	7.6	-18.6	-6.5
CC1CCCCC1NC(=O)CCS(=O)(=O)c1ccc2c(c1)NC(=O)CS2 (stereo unspecified)	2.6	9.1	-1.9	19.9	-3.8	3.4	4.9	16.6	-4.8
Cc1ccc(OCC(=O)Nc2ccc(-n3cnnn3)cc2)c(C)c1	1.5	16.3	-1.6	17.6	2.3	0.3	-0.6	14.5	-13.2
COc1cc(C)c(NC(=O)C(=S)NCc2ccccc2)cc1C	-7.2	-3.4	-1.3	8.9	-3.9	-0.7	1.3	1.1	7.2
O=C1C(C2=NC(c3ccccn3)C3C(=O)N(c4ccc(OC(F)(F)F)cc4)C(=O)C23)=C(O)c2ccccc21 (stereo unspecified)	4.6	10.6	11.1	18.2	16.9	41.7*	12.6	13.9	-11.2
C=CCn1c(SCC(=O)NCC2CCCO2)nc2scc(-c3ccco3)c2c1=O (stereo unspecified)	2.2	7.9	9.3	7.2	0.3	2.3	1.9	18.4	-0.1
Cc1ccc(S(=O)(=O)N(C)c2ccc(OCC(=O)Nc3cccc(-n4cnnn4)c3C)cc2)cc1	9.2	-3.0	10.3	20.0	-2.9	1.2	4.3	4.3	3.9
COc1ccc(S(=O)(=O)NN=C2CCCCC2)cc1	0.6	2.2	-8.8	8.8	-0.7	0.4	6.9	1.5	-22.8
CCOc1ccc(NS(=O)(=O)c2ccc3[nH]c(=O)c(=O)[nH]c3c2)cc1	0.4	-29.1	-12.5	-8.2	-2.0	0.1	1.7	-6.4	-2.5
CCNC(=O)N1CCCC(C(=O)c2ccc3cc(OC)ccc3c2)C1 (stereo unspecified)	19.5	-6.7	-2.1	-1.9	2.0	2.6	-2.2	-24.4	-6.5
CCOc1ccc(S(=O)(=O)N/N=C2/CC(c3ccccc3)Oc3ccccc32)cc1 (stereo unspecified)	9.2	-20.8	3.0	-12.5	1.2	3.0	4.0	0.2	4.6

2 entries from above in another layout.
molecule | Gli-Sufu antag | Jurkat NFkB inh | CCR6 antagonist | 697 NFkB inh | XBP1 UPR activ | CHOP UPR activ | CXCR6 inh | Mdm2-MdmX inh | EBI2 block
O=C(CN(C(=O)c1ccc2c(c1)OCCO2)c1ccccc1)NCC1CCCO1 (stereo unspecified) | -3.1 | -9.5 | 1.1 | -39.5 | -1.9 | 0.9 | -7.0 | -14.5 | -4.2
CC(=O)N(CCc1ccccc1)Cc1cc2cc(C)ccc2[nH]c1=O | -5.3 | -5.6 | 6.6 | 5.8 | -3.8 | -0.5 | -20.5 | 29.2 | -1.1
